MEX-5 binding: C. elegans MEX-5 TCR-2 RNA binding activity; activity score (negative = inhibition of binding), % at 10 µM; hit rate 0.38% among 300,000; MEX-5/FITC-TCR2 RNA binding, fluorescence polarization; active compounds read low; Q9XUB2;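 active means inhibition past about -25% in most replicates, and total fluorescence under double the plate's negative control median, limit read from the data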;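 further: 0% = DMSO and -100% = 5 µM competing unlabeled TCR2 RNA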
MCL1 BIM primary: MCL1-BIM-BH3 interaction inhibition (human); Q07820; hit rate 0.68% among 320,000; inhibition, % at 10.9 µM; GST-MCL1 / FITC-Bim-BH3 fluorescence polarization;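 active means inhibition above the mean inhibition of all tested compounds plus 3 SD, set per campaign, cut at about 40% in these data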;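 further: 0% = DMSO wells and 100% = unlabeled Bim-BH3 peptide control; higher means more loss of mP so more displacement of Bim peptide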
Target sequence (Q07820 whole entry, looked up): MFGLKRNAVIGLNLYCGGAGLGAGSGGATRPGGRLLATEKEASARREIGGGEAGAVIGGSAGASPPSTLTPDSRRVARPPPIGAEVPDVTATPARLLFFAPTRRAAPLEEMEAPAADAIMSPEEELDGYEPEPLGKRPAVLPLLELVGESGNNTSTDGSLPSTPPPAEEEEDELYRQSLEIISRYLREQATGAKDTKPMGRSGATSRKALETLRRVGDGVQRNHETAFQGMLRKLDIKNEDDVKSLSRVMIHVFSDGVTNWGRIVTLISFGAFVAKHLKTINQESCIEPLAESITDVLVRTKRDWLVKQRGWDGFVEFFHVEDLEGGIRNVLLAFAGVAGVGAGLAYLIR
BCLXL inh: inhibitors of human Bcl-xL; GST-Bcl-xL / FITC-Bim BH3 peptide fluorescence polarization; AID 2129; inhibition, % at 10.9 µM; hit rate 0.7% among 320,000; Q07817;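 active means inhibition above the mean of all tested compounds plus 3 SD, cutoff set per campaign, cut at about 30% in these data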;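 further: 0% = DMSO wells and 100% = unlabeled Bim-BH3 peptide competitor; inhibitors lower millipolarization by displacing the labeled peptide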
GLD-1 RNA inh: GLD-1-TGE RNA interaction inhibition (C. elegans) | Q17339 | inhibition, % at 5.96 µM | purified GLD-1 + fluorescein TGE RNA, fluorescence polarization | hit rate 0.44% among 320,000 | AID 2280;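 active means percent inhibition above a per-plate cutoff, the plate mean of test compounds plus 3 SD, cut at about 30% in these data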;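 further: 0% = DMSO wells with GLD-1 and probe and 100% = wells lacking GLD-1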
GSTO1 inh: blocks human GSTO1 in RBBP9 counter-screen. AID 1974. recombinant GSTO1, activity-based probe fluorescence polarization. inhibition, % at 5.96 µM. P78417. hit rate 1.1% among 300,000;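 active means inhibition above the campaign mean inhibition plus 3 SD, cut at about 35% in these data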;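 further: 0% = GSTO1-1 with DMSO and 100% = wells lacking GSTO1-1 enzyme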
TPT1 inhibitor: blocks Candida albicans tRNA 2'-phosphotransferase; recombinant caTPT1, FP RNA substrate dephosphorylation; inhibition, % at 5 µM; hit rate 0.81% among 300,000; AID 1962;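 active means inhibition above the mean of all tested compounds plus 3 SD, set per screening campaign, cut at about 24% in these data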;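 further: plate controls were DMSO alone for no effect and ferristatin control at 100 nM for full effect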
Fam108B counter: counter-screen for RBBP9 inhibitors: inhibitors of mouse Fam108B | recombinant Fam108B, FP-Rh probe fluorescence polarization | inhibition, % at 9.51 µM | AID 1947 | hit rate 0.33% among 300,000;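 active means inhibition above the screen mean inhibition plus 3 SD, computed separately per campaign, cut at about 18% in these data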;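 further: inhibitors lower polarization as less probe binds the enzyme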
PAD4 FP inh: blocks human protein arginine deiminase 4 | inhibition, % at 6.36 µM | recombinant PAD4, RCA probe fluorescence polarization | Q9UM07 | hit rate 0.41% among 330,000;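 active means percent inhibition above a cutoff equal to the mean of all tested compounds plus 3 SD, cut at about 15% in these data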;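 further: 0% = PAD4 with RCA probe and DMSO and 100% = probe without PAD4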
Target sequence (Q9UM07 whole entry, looked up): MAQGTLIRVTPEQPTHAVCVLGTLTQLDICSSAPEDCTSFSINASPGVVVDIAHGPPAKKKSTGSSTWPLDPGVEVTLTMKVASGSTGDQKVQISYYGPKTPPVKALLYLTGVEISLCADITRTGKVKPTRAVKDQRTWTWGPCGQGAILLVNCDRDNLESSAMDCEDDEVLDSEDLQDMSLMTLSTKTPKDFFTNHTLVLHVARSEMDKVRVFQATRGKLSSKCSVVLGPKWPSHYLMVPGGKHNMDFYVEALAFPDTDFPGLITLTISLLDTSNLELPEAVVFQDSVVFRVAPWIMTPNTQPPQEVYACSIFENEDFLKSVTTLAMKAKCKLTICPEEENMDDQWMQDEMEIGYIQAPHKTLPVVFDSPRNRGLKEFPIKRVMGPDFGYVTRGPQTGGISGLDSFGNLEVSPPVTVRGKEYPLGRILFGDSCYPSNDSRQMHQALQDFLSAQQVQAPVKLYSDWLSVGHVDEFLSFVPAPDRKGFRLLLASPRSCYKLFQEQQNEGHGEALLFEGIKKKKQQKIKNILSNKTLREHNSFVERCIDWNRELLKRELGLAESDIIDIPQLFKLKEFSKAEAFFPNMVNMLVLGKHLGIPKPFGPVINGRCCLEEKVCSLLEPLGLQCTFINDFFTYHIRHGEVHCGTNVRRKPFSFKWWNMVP
PME-1 primary: blocks human protein phosphatase methylesterase 1; Q9Y570; recombinant PME-1, FP-Rh probe fluorescence polarization; inhibition, % at 5.9 µM; hit rate 0.53% among 320,000; AID 2130;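 active means inhibition above the campaign mean of all compounds plus 3 SD, cut at about 26% in these data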;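 further: competitive labeling of PME-1 active site by serine hydrolase directed probe; 0% = PME-1 with DMSO and 100% = wells lacking PME-1 enzyme; inhibitors block probe labeling so polarization falls and inhibition rises; many of its hits are not listed in these tables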
The depositor's hits bear a star; · = no result given. This is a subset; rates above refer to the full screens.

Value order: MCL1 BIM primary, PAD4 FP inh, PME-1 primary, TPT1 inhibitor, BCLXL inh, MEX-5 binding, GSTO1 inh, Fam108B counter, GLD-1 RNA inh
1. c1ccc(-c2cc(N3CCCCC3)nc(-c3ccccc3)n2)cc1
  5, 2, -2, 0, 6, -0.4, 2, 3, -1
2. O=C(Nc1ccc(OCc2ccccc2)cc1)c1cccnc1
  5, 1, -2, -3, 10, 0.9, 10, 3, 10
3. CCCCOc1ccc(C(=O)N/C(=C/C=C/c2ccccc2)C(=O)NCCO)cc1
  5, -4, -5, 0, 6, -0.4, 4, -3, 0
4. Cc1ccc(C(=O)Oc2ccc([N+](=O)[O-])cc2)cc1S(=O)(=O)N1CCCCCC1
  -7, -3, -16, 3, -22, -0.7, -5, -16, 3
5. CCOc1cc(N2CCOCC2)c(OCC)cc1NC(=O)COc1ccccc1[N+](=O)[O-]
  1, -4, 4, 1, 6, 1.9, -33, 3, 3
6. COc1ccc(-c2noc(CNC(=O)c3ccoc3C)n2)cc1OC
  2, -4, 5, 0, -1, -11, 2, 0, -6
7. Cc1cc2n(n1)SC(Nc1ccc(F)c(Cl)c1)N2 (stereo not drawn)
  2, 3, 13, -3, -2, -2.2, 4, -1, 0
8. CCOC(=O)N1CCN(c2c(NCc3cccs3)c(=O)c2=O)CC1
  4, -3, 2, -5, 2, -2.3, 1, 3, -7
9. CS(=O)(=O)Nc1ccccc1C(=O)Nc1ccc2c(c1)OCCO2
  6, 0, 4, 1, 7, 1.2, 2, 3, 11
10. Cc1ccc(NC(=O)CN2CCN(c3ccccn3)CC2)cc1S(=O)(=O)N(C)C
  -5, -8, 15, -2, 0, 0.4, 2, 0, 54*
11. O=C(Nc1ccccn1)[C@@H]1CCC(=O)N1C(=O)OCc1ccccc1
  4, -6, -11, -3, 5, -1.6, 1, 2, 1
12. CN1CCc2c(OCC(=O)N3CCCc4ccccc43)cccc2C1=O
  5, 0, 4, 0, -1, -1.6, -3, -1, -4
13. O=C(NCc1nnc(SCC(=O)N2CCCc3ccccc32)o1)c1ccccc1F
  0, -5, 5, 0, 5, 0.7, 3, 4, -1
14. Cc1ccc2[nH]c(=O)c3cc(C(=O)N(C)C4CCCCC4)sc3c2c1
  7, 3, -1, 0, 4, -5.3, 0, 0, 9
15. COc1ccccc1NS(=O)(=O)c1cccc(-n2c(O)c(C=Nc3ccccc3C(=O)O)c3ccccc3c2=O)c1
  10, 0, 82*, -1, 16, -0.8, -2, 18, -4
16. O=C(CCc1ccccc1)N1CCN(c2ccc([N+](=O)[O-])cc2)CC1
  -8, -1, 1, 1, -6, 1.5, -3, 0, -7
17. Cn1nc(C(F)(F)F)c(-c2ccc(F)cc2)c1NC(=O)c1ccco1
  -4, 1, -2, 1, -6, 2.5, -9, 1, -4
18. [O-][n+]1onc2c1CCc1[nH]c(-c3ccccc3)nc1-2
  -2, 2, 2, 0, 5, -0.8, 8, 2, 3
19. COc1cc(NS(=O)(=O)c2ccc(OC)c(OC)c2)cc(OC)c1
  4, -5, -4, 5, 3, -1.9, 9, -3, 0
20. CC(C)(C)C(=O)NC1CC2CCCC(C1)N2C(=O)Nc1ccccc1F (stereo not drawn)
  4, 6, -5, -2, 5, 2.4, 4, 6, 0
21. CN(C)c1ccc(C(CNS(=O)(=O)c2ccc(F)cc2)c2c[nH]c3ccccc23)cc1 (stereo not drawn)
  1, -2, -5, 3, 1, 1.7, -2, 0, 2
22. Cc1nn(C)cc1C1C(C#N)=C(N)N(c2ccc(F)c([N+](=O)[O-])c2)C2=C1C(=O)CCC2 (stereo not drawn)
  5, 5, -4, 6, -1, -0.4, 14, 2, 4
23. O=C(NNc1nc(-c2ccccc2)cs1)c1ccco1
  -11, -5, -2, -1, -5, -6.3, 0, 5, 7
24. CCCCOc1ccc(NC(=O)C(=O)NCCC2=CCCCC2)cc1
  1, 1, -4, 0, 1, 0.8, 4, 4, 4
25. Cc1nnc2n(-c3ccccc3)c(=O)c3c4c(sc3n12)COC(C)(C)C4
  10, 1, 6, -1, 9, 2.3, -1, -2, 8
26. CCC1(C(=O)c2ccccc2)C2c3cc(Br)ccc3OC(=O)C21C(=O)N1CCOCC1 (stereo not drawn)
  5, 1, -2, -3, 9, 0.4, 7, -1, -2
27. COc1ccc(-c2nnc3ccc(SCC(=O)Nc4cc(C)on4)nn23)cc1OC
  1, -3, -3, 2, 11, ·, 1, 7, 5
28. CC(C)CCNC(=O)c1ccc2c(c1)ncn2C1CCCCC1
  5, 0, -2, 3, 17, -0.5, 0, 5, 8
29. COc1ccc2nc(/C=N/NC(=O)[C@H](CCSC)NC(=O)OC(C)(C)C)ccc2c1
  17, -3, 3, -2, 3, ·, 3, 4, 3
30. O=C(NCC(c1ccco1)N1CCCC1)c1ccccc1Sc1ccc(C(F)(F)F)cc1[N+](=O)[O-] (stereo not drawn)
  5, -5, 3, 0, 5, -1.6, -5, 2, 6

Another view of some results above:
#	molecule	MCL1 BIM primary	PAD4 FP inh	PME-1 primary	TPT1 inhibitor	BCLXL inh	MEX-5 binding	GSTO1 inh	Fam108B counter	GLD-1 RNA inh
5	CCOc1cc(N2CCOCC2)c(OCC)cc1NC(=O)COc1ccccc1[N+](=O)[O-]	1	-4	4	1	6	1.9	-33	3	3
6	COc1ccc(-c2noc(CNC(=O)c3ccoc3C)n2)cc1OC	2	-4	5	0	-1	-11	2	0	-6

Ordered by number of heavy atoms (ascending): some entries from above.
Value order: MCL1 BIM primary, PAD4 FP inh, PME-1 primary, TPT1 inhibitor, BCLXL inh, MEX-5 binding, GSTO1 inh, Fam108B counter, GLD-1 RNA inh
18. [O-][n+]1onc2c1CCc1[nH]c(-c3ccccc3)nc1-2
  -2, 2, 2, 0, 5, -0.8, 8, 2, 3
23. O=C(NNc1nc(-c2ccccc2)cs1)c1ccco1
  -11, -5, -2, -1, -5, -6.3, 0, 5, 7
29. COc1ccc2nc(/C=N/NC(=O)[C@H](CCSC)NC(=O)OC(C)(C)C)ccc2c1
  17, -3, 3, -2, 3, ·, 3, 4, 3

Remaining list, next part.
Value order: MCL1 BIM primary, PAD4 FP inh, PME-1 primary, TPT1 inhibitor, BCLXL inh, MEX-5 binding, GSTO1 inh, Fam108B counter, GLD-1 RNA inh
31. COC(=O)CSc1nnc(CNC(=O)c2ccccc2F)n1-c1ccccc1
  7, -4, 1, -2, 5, 3.3, 3, -6, 0
32. Oc1cc(O)c2c(c1)O[C@H](c1ccc(O)c(O)c1)[C@@H](O)C2
  12, 2, -9, -3, 11, -12, 15, 0, 9
33. O=C(CCc1nc2ccccc2s1)c1ccccc1
  -8, -1, 2, 5, -8, -0.6, 2, -4, 3
34. O=C(CCSCc1cccc(Cl)c1)NC1CCCC1
  11, -2, 5, 0, 4, 1.1, 2, -3, 8
35. CC1CCC(C(=O)NC(C(=O)NCCCN2CCOCC2)C(C)C)CC1 (stereo not drawn)
  9, 2, 1, -1, 10, 0.3, 15, -4, -1
36. O=C(NCc1ccco1)/C(=C/c1cccc([N+](=O)[O-])c1)NC(=O)c1ccco1
  2, -1, 1, 0, -2, 1.2, 3, -1, 2
37. CCN(CC)S(=O)(=O)c1ccc(C(=O)NNC(=O)c2cccs2)cc1
  7, -6, -5, -2, -1, -0.6, 7, 7, 4
38. CCOC(=O)C1CCCN(CC(O)COC(c2ccccc2)c2ccccc2)C1 (stereo not drawn)
  -7, -3, 0, 0, -3, 2.2, -1, -5, 2
39. CCOc1ccc(C(=O)n2cc(C(=O)OC)c3ccccc32)cc1OCC
  -1, -5, 4, -1, -1, 0.4, 2, -2, -2
40. O=C(NCc1ccccc1)c1c(F)c(F)c(F)c(F)c1F
  4, 1, 2, 0, 4, -0.3, -3, 0, 3
41. O=C(C1=C[C@H](c2coc3ccccc3c2=O)C[C@H](OCc2ccc(CO)cc2)O1)N1CCN(Cc2ccccc2)CC1
  3, -4, 1, 2, 7, 0.0, -4, 3, 7
42. CC(=O)N1CCN(C(=O)c2ccc3c(c2)OCCO3)CC1
  12, 1, 2, -2, 4, 2.1, -3, 2, 3
43. Cc1ccccc1NC(=O)Cn1cnc2c(oc3nc4c(cc32)COC(C)(C)C4)c1=O
  5, 3, -4, -3, 1, 3.0, -4, 2, 2
44. Clc1nccc(NCc2ccccc2)n1
  0, -1, 2, 7, 3, 0.2, -5, -1, -2
45. O=C(COc1ccc(Cl)cc1)NNC(=O)c1cccnc1
  -3, -3, -2, 0, 3, 0.4, -1, 1, -2
46. CC(NC(=O)c1ccco1)C1CCCO1 (stereo not drawn)
  3, -6, 0, -2, 6, 2.2, 4, -1, 6
47. CCOc1ccc(NC(=O)CN(C)C(=O)c2ccc(OCc3ccccc3)c(OC)c2)cc1OCC
  -5, 5, 0, 0, 4, 0.1, 1, -7, -3
48. Cc1c(C(c2ccc(O)cc2)c2c(C)n(C)n(-c3ccccc3)c2=O)c(=O)n(-c2ccccc2)n1C
  5, -2, 1, -5, 6, -6.3, -9, 0, 10
49. CC(C)COP(=O)(c1ccc(N(C)C)cc1)C(Nc1ccccc1)c1ccccc1 (stereo not drawn)
  4, 2, -2, 0, 3, -0.8, 13, -1, 0
50. Cc1ccc(C2=NS(=O)(=O)N(C)C(C(=O)NC3CCCC3)=C2)cc1
  -6, -3, 8, 0, 4, 1.8, 5, -5, 1
51. CC(C)c1nc2sc3c(=O)n(N)cnc3c2c2c1COC(C)(C)C2
  -1, -1, -3, -1, 2, 1.8, 1, 6, 4
52. O=S(=O)(c1ccc(F)cc1)N1CCN(c2ncccn2)CC1
  8, -1, 10, -1, 5, -2.5, -4, 3, 0
53. Cc1cccc(-c2nnc(SCCOc3ccc4c(C)cc(=O)oc4c3)o2)c1
  3, -1, -1, -6, 3, -0.3, 40*, -3, 4
54. O=c1[nH]cnc2c1c(-c1ccccc1)cn2-c1ccccc1
  -4, 2, 0, 7, 6, -1.5, -8, -3, 5
55. Cc1nc(SCC(=O)NC(=O)NCc2ccco2)nc(C)c1C
  3, -1, 4, -2, 4, -2.0, 10, 1, 0

Molecules above that have a tert-butyl group:
Value order: MCL1 BIM primary, PAD4 FP inh, PME-1 primary, TPT1 inhibitor, BCLXL inh, MEX-5 binding, GSTO1 inh, Fam108B counter, GLD-1 RNA inh
20. CC(C)(C)C(=O)NC1CC2CCCC(C1)N2C(=O)Nc1ccccc1F (stereo not drawn)
  4, 6, -5, -2, 5, 2.4, 4, 6, 0
29. COc1ccc2nc(/C=N/NC(=O)[C@H](CCSC)NC(=O)OC(C)(C)C)ccc2c1
  17, -3, 3, -2, 3, ·, 3, 4, 3
